TRPML3 ag: activates the human TRPML3 channel. Q8TDD5. HEK293 TRPML3-YFP, Fluo-8 calcium fluorescence; 100% = the carbachol control signal. activation, % at 3 µM. 220,000 tested, 0.29% active;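 active means activation above its plate's cutoff, the mean activation of the plate's test wells plus 3 SD, cut at about 12% in these data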;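 further: 0% = DMSO only wells and 100% = carbachol wells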
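Test system: TRPML3-YFP stable HEK293 cells. Doses: single point at 3 µM. Incubation: dye loading 1 h 37 °C then 30 min ambient, 125 s read. Signal: Fluo-8 calcium dye fluorescence, ex 470-495, em 515-575 nm. Measure: percent activation from peak-to-basal fluorescence ratio, scaled between DMSO and carbachol.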
EBV gp42 block: blocks Epstein-Barr virus glycoprotein 42 binding. Q1HVG2. Fluorescence polarization binding assay, mP read-out. inhibition, % (tested at 21.74 µM). 220,000 tested, 0.42% active. AID 1085; in the data active means inhibition above about 50%
zfTRPN1 agonist: zebrafish TRPN1 (NompC) channel agonism; HEK293 zebrafish TRPN1-YFP, Fluo-8 calcium fluorescence; 100% = response to 87 µM carbachol; activation, % at 3 µM; 220,000 tested, 0.18% active;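 active means activation above its plate's cutoff, the mean activation of test wells on that plate plus 3 SD, cut at about 19% in these data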;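 further: 0% = DMSO alone and 100% = 87 µM carbachol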
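Assay system: Zebrafish TRPN1-YFP in HEK293 cells | Incubation: Dye loading 1 h at 37 °C, then 30 min room temperature | Measured by: Kinetic Fluo-8 fluorescence, ex 470-495, em 515-575 nm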
Furin inhibitor: blocks human furin protease activity; AID 463115; inhibition, % at 30 µM; P09958; 220,000 tested, 0.061% active; purified furin, fluorogenic substrate cleavage; in the data active means inhibition above about 25%; further: inactives centre near -15
TbHK1 inh: T. brucei hexokinase 1 inhibition. 220,000 tested, 0.11% active. inhibition, % at 10 µM. recombinant TbHK1, G6PDH-coupled NADH A340;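 active means inhibition of 50% or more in the single-dose primary screen; inactive means inhibition below 50%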
Calpain2 inh: blocks pig calpain II enzyme activity; purified calpain II, fluorogenic peptide substrate, 30 min; inhibition, % at 16 µM; 220,000 tested, 0.37% active; AID 1236;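 active means inhibition above about 50%, limit read from the data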
Cl transport mod: KCC2 (human) Cl- transport modulation. Q9H2X9. KCC2 cells, thallium flux FluoZin-2 fluorescence. B-score of Tl+ flux slope (higher = more flux/activation; lower = inhibition) at 10 µM. 190,000 tested, 2.2% active. AID 1456;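 active means thallium flux slope and its plate-corrected score both differing from the plate sample mean at a set confidence after two filtering rounds, in either direction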;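 further: slope of fluorescence scaled to starting intensity during 10 to 20 s after thallium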
Target sequence (Q9H2X9 whole entry, looked up): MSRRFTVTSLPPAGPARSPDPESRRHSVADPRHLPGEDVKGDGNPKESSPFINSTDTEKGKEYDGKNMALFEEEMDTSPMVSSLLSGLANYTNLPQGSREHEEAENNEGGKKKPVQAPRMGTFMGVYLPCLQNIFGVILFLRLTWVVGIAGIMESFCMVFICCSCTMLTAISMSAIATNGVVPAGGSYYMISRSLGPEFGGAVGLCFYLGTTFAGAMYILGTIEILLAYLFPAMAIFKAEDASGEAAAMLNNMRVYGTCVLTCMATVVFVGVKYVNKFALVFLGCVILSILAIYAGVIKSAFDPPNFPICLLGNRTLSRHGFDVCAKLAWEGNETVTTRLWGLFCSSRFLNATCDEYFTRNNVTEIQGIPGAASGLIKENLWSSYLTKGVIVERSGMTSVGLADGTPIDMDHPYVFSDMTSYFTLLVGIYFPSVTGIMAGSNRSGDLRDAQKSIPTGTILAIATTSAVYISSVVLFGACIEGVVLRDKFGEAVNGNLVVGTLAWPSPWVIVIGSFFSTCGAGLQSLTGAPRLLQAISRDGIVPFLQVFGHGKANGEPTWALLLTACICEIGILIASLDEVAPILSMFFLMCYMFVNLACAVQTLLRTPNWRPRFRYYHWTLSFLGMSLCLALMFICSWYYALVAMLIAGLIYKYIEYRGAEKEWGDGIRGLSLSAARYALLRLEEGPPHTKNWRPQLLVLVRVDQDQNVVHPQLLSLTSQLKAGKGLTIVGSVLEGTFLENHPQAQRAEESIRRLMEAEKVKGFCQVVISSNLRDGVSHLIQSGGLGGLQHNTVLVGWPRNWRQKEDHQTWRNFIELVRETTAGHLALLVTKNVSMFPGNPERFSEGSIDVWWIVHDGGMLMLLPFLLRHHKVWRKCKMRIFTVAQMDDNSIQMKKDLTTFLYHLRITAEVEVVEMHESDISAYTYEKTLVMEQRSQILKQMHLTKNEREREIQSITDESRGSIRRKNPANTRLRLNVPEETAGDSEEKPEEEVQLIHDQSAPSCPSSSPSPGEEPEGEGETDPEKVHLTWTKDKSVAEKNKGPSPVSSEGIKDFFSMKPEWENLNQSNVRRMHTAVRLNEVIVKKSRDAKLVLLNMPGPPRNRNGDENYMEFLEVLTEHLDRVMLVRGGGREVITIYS
PPC-1+TRAIL kill: PPC-1 cancer cell killing with TRAIL present; PPC-1 cells + TRAIL, ATPLite viability luminescence; cell killing (% activity), % at 4 µM; 220,000 tested, 0.41% active;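 active means cell killing above 50% in the first pass at 4 µM, then a duplicate retest at 5 µM averaging 50% or more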;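 further: plate controls were cells with TRAIL plus DMSO for no effect and medium-only wells lacking cells for full effect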
Thrombin inh: blocks human thrombin protease activity | P00734 | alpha-thrombin, Boc-VPR-AMC fluorogenic substrate cleavage | 220,000 tested, 0.26% active | inhibition, % at 5 µM;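 active means inhibition at or above 40%; inactive means inhibition below 40%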;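 further: 0% = enzyme with no compound and 100% = wells without enzyme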
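Test system: human alpha-thrombin; medium: pH 7.5 Tris-saline with Tween 20; times: reaction at room temperature; signal: AMC fluorescence at 355 nm excitation and 460 nm emission; also added: Boc-VPR-AMC substrate, 15 µM final; dosing: one concentration per compound, 5 µM, with 0.2% DMSO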
Starred values were filed as active, the others as inactive; i = inactive; x = not tested or not shown; [ ] = another dose, or the depositor's remark.

SMILES	TRPML3 ag	EBV gp42 block	zfTRPN1 agonist	Furin inhibitor	TbHK1 inh	Calpain2 inh	Cl transport mod	PPC-1+TRAIL kill	Thrombin inh
O=C1S/C(=C/c2ccc(N3CCOCC3)o2)C(=O)N1Cc1c(F)cccc1Cl	1.2	-240	-0.7	-19[20 µM]	-9	-12	i	25	4
O=C(OCc1ccccc1)C1=NNC2C(=O)N(c3ccc(Br)cc3)C(=O)C12 (stereo not drawn)	0.6	-15	0.5	-18	-6	-10	-0.18	-3	-5
CCOC(=O)CN1C(=O)C(O)=C(C(C)=O)C1c1ccc([N+](=O)[O-])cc1 (stereo not drawn)	1.6	-4	0.9	-7[20 µM]	-26	8	0.16	6	-6
c1ccc2sc(NCC3CCCO3)nc2c1 (stereo not drawn)	-0.8	-19	-0.4	-25	-7	1	-0.0026	22	-4
Cc1cc(NC(=O)c2cc(C(C)C)on2)no1	0.6	-22	0.6	-27	-1	0	0.64	-1	1
Cc1cccc(NC(=O)COC(=O)c2cc3ccccc3oc2=O)c1	0.7	-9	1.1	-16	2	12	-0.3	4	0
N#Cc1c(Oc2ccc3ccccc3c2)sc(C(=O)c2ccccc2)c1N	-0.2	7	3.0	-14	-8	-40	-0.28	4	3
COc1ccc(NC(=S)NCc2cccs2)c(OC)c1	0.2	0	-1.8	-3	31	31	0.061	25	4
CC(C)CCNC(=O)CN(C(=O)Cn1nnc(-c2ccccc2F)n1)c1cccc2c1CCCC2	0.0	6	0.5	-3[20 µM]	3	20	x	15	-3
COc1ccc(NC(=O)COc2ccc(C(=O)OCC(=O)N(C(C)C)C(C)C)cc2OC)cc1	1.2	-11	3.0	-22	2	40	-0.13	-7	6
COc1ccccc1Oc1ccc(Oc2ccccc2OC)cc1	0.7	-7	-0.1	-16	2	9	0.48	15	-6
CCC1CCCCN1C(=O)CSc1nc2c(c(=O)n(C)c(=O)n2C)n1C (stereo not drawn)	0.7	-15	0.9	-24	-5	-6	-0.13	3	-11
CCn1nnc(NC(=O)COc2ccc(C3CCCCC3)cc2)n1	0.0	-20	1.8	-17[20 µM]	-1	33	-0.07	12	0
C=C(C)CSc1nncn1/N=C/c1ccc(OC)cc1	-0.9	-9	-1.8	-27	-1	1	-0.73	7	-4
COc1ccccc1NC(=O)CCC(=O)N/N=C(/C)c1ccc(C)cc1	1.4	6	0.4	-15	26	16	-1.5	4	22

Some of the entries so far, as labelled records.
CCn1nnc(NC(=O)COc2ccc(C3CCCCC3)cc2)n1
- TRPML3 ag: 0.0
- EBV gp42 block: -20
- zfTRPN1 agonist: 1.8
- Furin inhibitor: -17[20 µM]
- TbHK1 inh: -1
- Calpain2 inh: 33
- Cl transport mod: -0.07
- PPC-1+TRAIL kill: 12
- Thrombin inh: 0
C=C(C)CSc1nncn1/N=C/c1ccc(OC)cc1
- TRPML3 ag: -0.9
- EBV gp42 block: -9
- zfTRPN1 agonist: -1.8
- Furin inhibitor: -27
- TbHK1 inh: -1
- Calpain2 inh: 1
- Cl transport mod: -0.73
- PPC-1+TRAIL kill: 7
- Thrombin inh: -4

Continuation:
SMILES	TRPML3 ag	EBV gp42 block	zfTRPN1 agonist	Furin inhibitor	TbHK1 inh	Calpain2 inh	Cl transport mod	PPC-1+TRAIL kill	Thrombin inh
O=S(=O)(c1ccccc1)C1CON(Cc2ccccc2)C1c1ccccc1 (stereo not drawn)	0.5	-9	-0.7	-22	1	20	-0.25	17	6
Cc1ccc(S(=O)(=O)NNc2ccccc2)cc1	1.1	-23	-0.5	-11	2	5	0.95	14	-2
CCOC(=O)C1CCCN(C(=O)c2cccc(S(=O)(=O)N3CCOCC3)c2)C1 (stereo not drawn)	1.1	-3	1.0	-17	-1	-23	-0.13	24	-16
COc1ccc(S(=O)(=O)N2CCC(C(=O)N3CCCCCC3)CC2)cc1	0.8	-5	1.0	-21	4	32	0.23	26	7
Cc1cc(CN(C)Cc2c(C(=O)N3CCCCCCC3)nc3ccc(Cl)cn23)n[nH]1	0.0	8	0.5	-28	0	-10	-0.14	12	-3
O=C(Nc1nnc(-c2ccccc2Cl)o1)c1ccco1	-0.3	1	-1.0	-13[20 µM]	-15	32	0.46	30	-10
O=C(C1CCCCC1)N1CCC(CO)(Cc2ccccc2Cl)CC1	0.9	5	1.6	-14	3	26	1.1	x	-13
Nc1ccc2c(c1)C/C(=C/c1ccco1)C2=O	0.0	98*	-0.2	-7	-9	-441	i	4	-2
O=c1oc2cc(OCc3ccc(F)cc3F)ccc2cc1-c1ccccn1	0.2	-8	0.7	-38[20 µM]	-10	-166	x	6	-7
Cc1c(C#N)c2ccccc2n1CC(=O)NCc1ccccc1	0.3	-24	-0.5	-23[20 µM]	-5	-4	-0.16	20	-1
CCCCn1nc2cc(C(=O)NCCCCc3ccccc3)ccc2c1OCC	-0.3	-3	-1.4	-12[20 µM]	5	-177	0.54	-3	-4
CCOc1ccc(NC(=O)C2CCC(C)(C(=O)O)C2(C)C)cc1 (stereo not drawn)	-0.1	-25	-0.4	-16	-3	3	-0.19	17	4
Cc1onc(-c2c(Cl)cccc2Cl)c1/C(N)=N/OC(=O)C1CC1	-0.6	-11	-1.9	-19	-5	5	x	11	-5
Cc1nc(N)sc1-c1csc(Nc2ncccn2)n1	0.3	23	-0.1	-12	-5	-51	0.59	4	-7
FC(F)(F)c1cc(C(F)(F)F)c2ccc(N/N=C/c3cccc(Cl)c3)nc2n1	0.1	-58	1.0	-22[20 µM]	-15	16	-0.3	8	1

Profiles, quoted from the list:
FC(F)(F)c1cc(C(F)(F)F)c2ccc(N/N=C/c3cccc(Cl)c3)nc2n1 is listed as TRPML3 ag = 0.1; EBV gp42 block = -58; zfTRPN1 agonist = 1.0; Furin inhibitor = -22[20 µM]; TbHK1 inh = -15; Calpain2 inh = 16; Cl transport mod = -0.3; PPC-1+TRAIL kill = 8; Thrombin inh = 1
Cc1cc(CN(C)Cc2c(C(=O)N3CCCCCCC3)nc3ccc(Cl)cn23)n[nH]1 is listed as TRPML3 ag = 0.0; EBV gp42 block = 8; zfTRPN1 agonist = 0.5; Furin inhibitor = -28; TbHK1 inh = 0; Calpain2 inh = -10; Cl transport mod = -0.14; PPC-1+TRAIL kill = 12; Thrombin inh = -3

Continued:
SMILES	TRPML3 ag	EBV gp42 block	zfTRPN1 agonist	Furin inhibitor	TbHK1 inh	Calpain2 inh	Cl transport mod	PPC-1+TRAIL kill	Thrombin inh
COc1ccc(CC2(CO)CCN(C(C)Cc3ccc(Cl)cc3)CC2)cc1 (stereo not drawn)	1.0	-19	0.9	-7	-4	34	1.3	31	-4
O=C(O)c1ccccc1C(=O)N1CCN(c2ccccc2)CC1	0.7	0	0.5	-22	-2	-13	0.92	6	-6
CCC(=O)Nc1ccc(C(=O)CSc2nc3ccc(C)cc3[nH]2)cc1	0.8	-16	1.1	2	-8	-71	-1.1	0	-9
CSc1nn2cc(CCN3CCOCC3)c(-c3ccc(F)cc3)nc2c1C#N	0.9	-1	0.2	-1	-1	-118	-0.28	-6	-8
Nc1nnc(SCC(=O)OCc2ccc(Cl)c(Cl)c2)s1	-0.2	-1	-0.5	5	-2	-7	1.9	12	-12
O=C(CS(=O)c1cccc(C(F)(F)F)c1)Nc1ccc(Cl)cc1Cl (stereo not drawn)	-1.1	-2	-2.0	-8[20 µM]	5	30	x	9	-1
CN(C)CCOc1ccc(Cl)cc1C(C)(C)C	1.1	3	1.3	-13	8	23	-1.1	0	-10
O=C(Nn1cnnc1)c1cc([N+](=O)[O-])cc([N+](=O)[O-])c1	0.9	-23	2.3	-16	2	-1	-0.51	13	-6
COC(=O)c1cc(-c2ccccc2)sc1NC(=O)c1cc(C)on1	1.1	-19	1.6	-29	-15	-336	0.23	15	-3
O=C(CC1(O)C(=O)Nc2ccccc21)c1cccnc1 (stereo not drawn)	-0.1	9	-0.4	-9	46	-112	x	12	-4
O=C(Cn1ccccc1=O)c1cccs1	1.0	-8	0.3	-18	8	8	0.53	12	2
O=C1CCCN1CCCNS(=O)(=O)c1ccc(F)cc1F	0.4	-4	-0.7	-8	-6	-23	0.74	-20	-11
CCOC(=O)Cc1cc(=O)n2[nH]c(C)c(C#N)c2n1	0.5	-15	1.7	-8	1	2	1.2	-3	1
FC(c1nc2ccccc2[nH]1)C(F)(F)F (stereo not drawn)	0.5	7	2.9	-18	5	3	0.74	14	-12
COC(=O)C1=C(C)N(C)C(=O)NC1c1ccc(O)c(OC)c1 (stereo not drawn)	0.6	3	0.2	-24	-3	-23	x	-2	-7
Cc1cc(Oc2nnnn2-c2ccccc2)ccc1Cl	-0.1	0	2.9	-4[20 µM]	-5	-22	x	4	0
CCOC(=O)C1(CCOC)CCN(C(C)CCc2ccc(OC)cc2)CC1 (stereo not drawn)	0.6	-13	4.4	-23	3	-22	-0.43	-1	-9
CNC(=S)N1N=C(c2ccc(OC)cc2)CC1c1ccccc1Cl (stereo not drawn)	0.9	-10	1.0	-11	-41	-23	-0.28	8	-9
CC(C)CC(=O)c1c[nH]c(C(=O)NCCCN2CCOCC2)c1	0.1	-14	2.2	-15[20 µM]	-4	-14	0.68	20	-8
COc1ccc(S(=O)(=O)N(CCc2ccccc2)CC(=O)NC(C)C)cc1	-0.3	-68	-0.8	-28[20 µM]	-2	12	x	3	-2
CCOC(=O)C1=NN(C(C)=O)C2(CC(=O)N(c3cc(C)cc(C)c3)C2=O)C1 (stereo not drawn)	0.8	-6	-1.4	-22	-4	2	-0.74	20	-6
CN1CCN(C(=O)CCC(=O)O)CC1	1.0	-16	1.0	-15	-6	-12	0	-9	-3
CC(=O)Nc1nonc1-c1nc2ccccc2n1CC1CC1	0.6	-20	-0.4	-16[20 µM]	1	-17	0.85	2	6
CCOc1ccccc1NC(=O)CCCn1cc([N+](=O)[O-])cn1	0.1	-3	0.6	-30	3	25	-0.79	10	x
CC(C)OP(=O)(c1ccc(N(C)C)cc1)C(O)c1ccncc1 (stereo not drawn)	0.8	-8	0.2	-32	1	-6	0.43	3	1
Cc1cc(C)cc(OCC(=O)OCCN2C(=O)c3ccccc3C2=O)c1	-0.4	9	-1.1	-23[20 µM]	0	-33	x	6	-3
O=C(CSc1nnnn1-c1ccccc1)Nc1ncc2c(n1)CC(c1ccco1)CC2=O (stereo not drawn)	0.4	-9	3.4	-9	4	21	0.28	x	-1
CC(C)=CCCC1=CCC(/C(C)=N/NC(N)=O)CC1 (stereo not drawn)	0.0	-9	0.5	-18[20 µM]	-2	-5	0.082	16	1
CCOc1cc(C)c(Cl)cc1S(=O)(=O)N(C)C	1.4	-8	-1.4	-26[20 µM]	6	-4	0.29	1	-4
O=c1[nH]c2ccccc2nc1C(F)(F)F	-0.3	-5	-1.0	-9	-12	-69	-0.05	2	0
CCCN1C2CCCC1CC(NC(=O)c1ccccc1OCC)C2 (stereo not drawn)	0.1	-6	-0.7	-14	-8	2	0.0076	-7	-1
CC1(C)OC(=O)C(=CNC(CCC(N)=O)C(=O)O)C(=O)O1 (stereo not drawn)	-1.3	-15	-0.4	-28[20 µM]	2	11	0.06	16	39
Cc1[nH]c2ccccc2c1C(C[N+](=O)[O-])c1ccco1 (stereo not drawn)	-0.1	6	-1.4	-20	5	-55	-0.6	21	-11
CCOC(=O)c1c(NC(=S)NC)sc2c1CCCC2	0.0	-11	-1.0	-11	-50	-24	118*	-1	-3
c1cncc(CSc2ccc(-c3cccs3)nn2)c1	2.6	6	3.9	-6	-1	13	-0.38	-8	-6
COCCn1c(=NC(=O)c2ccc(S(=O)(=O)N3CCCc4ccccc43)cc2)sc2cc(S(C)(=O)=O)ccc21	0.6	-6	-0.3	-22	-26	-43	-0.14	10	1
